MC4R ag barr – MC4R agonists recruiting beta-arrestin, primary screen, cell-based, luminescence, agonist arm of biased-ligand search; Melanocortin receptor 4 (Homo sapiens), P32245; U2OS MC4R beta-arrestin complementation; percent of melanotan II response, DMSO zero; activation, % at 8.9 µM; 360,000 compounds, 0.98% hits;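 active = activation above a per-plate cutoff, the mean activation of sample wells on that plate plus 3 SD, cut at about 8% in these data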
Target sequence (P32245 whole entry, looked up): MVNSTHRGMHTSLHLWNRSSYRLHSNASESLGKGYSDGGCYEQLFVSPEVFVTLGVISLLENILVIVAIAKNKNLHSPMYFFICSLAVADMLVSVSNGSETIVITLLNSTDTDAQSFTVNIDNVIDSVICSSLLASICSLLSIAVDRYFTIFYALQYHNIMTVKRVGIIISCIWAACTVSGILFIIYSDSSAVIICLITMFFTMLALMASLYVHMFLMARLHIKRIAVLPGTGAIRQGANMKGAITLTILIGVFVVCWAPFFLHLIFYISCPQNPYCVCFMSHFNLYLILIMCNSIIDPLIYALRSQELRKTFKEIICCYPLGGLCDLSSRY
Cardio protect – cardioprotection against H2O2-induced cell death, primary screen, uHTS, H9c2 cells, ATPLite luminescence. H9c2 cardiomyocytes, H2O2 injury protection, 2 h. protection from H2O2 cell death, % at 20 µM. 360,000 compounds, 0.63% hits. AID 588492, 2011;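 active = compounds giving at least 50% protection of heart cells from peroxide-induced death in the single-dose screen, raw or plate-pattern-corrected value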;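 also: 0% = DMSO wells with peroxide and 100% = DMSO wells without peroxide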
ABHD5-PLIN5 inh – ABHD5-PLIN5 interaction inhibitors, primary screen, cell lysate, split luciferase complementation, luminescence; Perilipin-5 (Homo sapiens) + 1-acylglycerol-3-phosphate O-acyltransferase ABHD5 (Homo …; Split G. princeps luciferase complementation, 4 h; inhibition, % at 4 µM; 360,000 compounds, 0.78% hits;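 active = inhibition above the mean inhibition across every tested compound plus 3 SD, cut at about 22% in these data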;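 also: 0% = DMSO only wells and the 100% control is not disclosed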
Exocytosis inh – LAMP-1 surface exposure blockers, TALL-104 cells – cell-based, flow cytometry, MLPCN library, primary screen | TALL-104 LAMP-1 surface exposure; cells stimulated with thapsigargin and PMA | inhibition, % at 10 µM | 360,000 compounds, 0.66% hits | AID 651702, 2012;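 active = inhibition above about 55%, limit read from the data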
N-glyco inh – increase of ERlucT glycosylation luciferase signal, primary screen, N-linked glycosylation inhibitor project, D54 ERlucT cells, luminescence, set 2 | D54 ERlucT glycosylation luciferase reporter, 24 h; percent of 100 nM tunicamycin response | reporter increase, % at 12.5 µM | 360,000 compounds, 0.23% hits;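 active = mean luciferase reporter signal, scaled so untreated is 0 and the glycosylation-blocking control 100, at or above a set limit in every replicate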;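 also: luciferase carries N-glycosylation sites so blocking glycosylation raises the light; 0% = median of neutral control wells and 100% = median of 100 nM tunicamycin wells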
iPSC survival up – enhancers of single-cell hiPSC survival, primary screen, ATPlite luminescence; 360,000 compounds, 0.044% hits; AID 602274, 2012; survival enhancement, % at 20 µM; 100% = ROCK inhibitor wells, 0% = DMSO; in the data active = survival enhancement above about 18%;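 also: cells exposed to compounds for 16 hours before the ATP read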
ABCB6 inh MLPCN – ABCB6 transporter inhibitors, primary screen, K562-ABCB6 cells, flow cytometry, MLPCN library | ATP-binding cassette sub-family B member 6 (Homo sapiens), Q9NP58 | K562-ABCB6 porphyrin accumulation, 1 h; active compounds read low | fluorescence ratio to DMSO, % at 10 µM | 360,000 compounds, 0.19% hits | AID 602162, 2011;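 active = fluorescence ratio to DMSO below 75%, the collection mean minus 3 SD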;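 also: signal is porphyrin accumulated inside mitochondria; 100% equals median channel fluorescence of DMSO control wells; lower ratio means ABCB6 inhibition with less porphyrin fluorescence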
m5-HT2A agonist – mouse Htr2a agonists via beta-arrestin recruitment, primary screen, cell-based, luminescence; activation, % at 7.6 µM; 5-hydroxytryptamine receptor 2A (Mus musculus), P35363; CHO-K1 mHTR2A beta-arrestin complementation; percent of 30 µM serotonin response; 360,000 compounds, 0.66% hits;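 active = activation above a run cutoff, the mean activation of all tested compounds plus 3 SD, cut at about 14% in these data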;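 also: 0% = plate median of compound wells and 100% = 30 µM serotonin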
Target sequence (P35363 whole entry, looked up): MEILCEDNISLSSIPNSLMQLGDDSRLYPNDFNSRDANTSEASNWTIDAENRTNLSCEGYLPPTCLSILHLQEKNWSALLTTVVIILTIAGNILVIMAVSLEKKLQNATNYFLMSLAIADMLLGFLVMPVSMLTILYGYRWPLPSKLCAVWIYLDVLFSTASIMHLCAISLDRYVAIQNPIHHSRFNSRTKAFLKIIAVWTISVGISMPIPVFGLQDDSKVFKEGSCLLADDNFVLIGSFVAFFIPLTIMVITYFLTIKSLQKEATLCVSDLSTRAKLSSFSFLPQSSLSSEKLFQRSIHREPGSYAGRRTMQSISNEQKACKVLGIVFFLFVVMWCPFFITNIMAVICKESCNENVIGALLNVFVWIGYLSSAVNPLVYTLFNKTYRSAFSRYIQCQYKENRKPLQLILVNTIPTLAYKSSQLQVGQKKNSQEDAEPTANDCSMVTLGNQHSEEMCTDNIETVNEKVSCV
MC4R antag cAMP – MC4R antagonists of cAMP signaling, primary screen, cell-based, TR-FRET, antagonist arm of biased-ligand search; Melanocortin receptor 4 (Homo sapiens), P32245; 360,000 compounds, 0.48% hits; inhibition, % at 6.5 µM; MC4R-expressing cells, MTII-stimulated cAMP, LANCE TR-FRET;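 active = inhibition above its plate's cutoff, the mean of tested wells on that plate plus 3 SD, cut at about 29% in these data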;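 also: 0% = Melanotan II alone and 100% = Melanotan II plus saturating MCL0020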
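Assay system: U2OS cells stably expressing human melanocortin 4 receptor (MC4R) / Dosing: 6.5 µM / Timing: compound 30 min, challenge 1 h, detection 1 h / Measured by: Eu-cAMP/anti-cAMP TR-FRET, emission 671 nm / Replicates: singlicate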
aDG glyco act – activators of alpha-DG glycosylation, primary screen, uHTS, Pro5-aDG cells, AlphaScreen | AID 624168, 2012 | 360,000 compounds, 0.22% hits | alpha-DG glycosylation AlphaScreen (IIH6); 0% Pro5, 100% B10-LARGE cell signal | activation, % at 10 µM;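 active = activation of at least 8% versus controls, or a plate z-score of at least 8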;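 also: Pro5 are CHO cells carrying HIG-tagged alpha-DG that lacks glycosylation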
Starred values were filed as active, the others as inactive; & = joins results of further samples.

Results for CCN=C1SC(CC(=O)Nc2ccccc2)C(=O)N1CC (stereo not drawn) ?
MC4R ag barr: -0.6&-0.5; Cardio protect: 8&4; ABHD5-PLIN5 inh: -6&-2; Exocytosis inh: -3&-2; N-glyco inh: 1&1; iPSC survival up: 9.2&2.7; ABCB6 inh MLPCN: 99&88; m5-HT2A agonist: -5&-4; MC4R antag cAMP: 11&0; aDG glyco act: 1.2&0.0

How did CCOc1ccccc1NC(=O)c1ccccc1NC(=O)c1ccco1 do in these assays?
MC4R ag barr: -0.2; Cardio protect: 0; ABHD5-PLIN5 inh: 0; Exocytosis inh: 2; N-glyco inh: 2; iPSC survival up: -0.1; ABCB6 inh MLPCN: 98; m5-HT2A agonist: 4; MC4R antag cAMP: -1; aDG glyco act: -0.1

How did CC(C)C(NC(=O)c1ccc(Cl)cc1)C(=O)NCC1CCCO1 (stereo not drawn) do in these assays?
MC4R ag barr: 0.9; Cardio protect: 4; ABHD5-PLIN5 inh: -7; Exocytosis inh: -4; N-glyco inh: 2; iPSC survival up: -0.1; ABCB6 inh MLPCN: 96; m5-HT2A agonist: 6; MC4R antag cAMP: 14; aDG glyco act: 0.2

What do the screens show for `CCNC(=S)N/N=C/c1ccc(C#N)cc1`?
MC4R ag barr: -1.5; Cardio protect: 5; ABHD5-PLIN5 inh: 1; Exocytosis inh: 2; N-glyco inh: -2; iPSC survival up: 0.5; ABCB6 inh MLPCN: 107; m5-HT2A agonist: 5; MC4R antag cAMP: 3; aDG glyco act: 0.1

How did CC(C)(C)C(=O)CC1(O)C(=O)N(Cc2ccccc2)c2ccccc21 (stereo not drawn) do in these assays?
MC4R ag barr: -0.3; Cardio protect: -3; ABHD5-PLIN5 inh: -12; Exocytosis inh: -2; N-glyco inh: -2; iPSC survival up: 1.0; ABCB6 inh MLPCN: 99; m5-HT2A agonist: 14; MC4R antag cAMP: -2; aDG glyco act: -0.2

What do the screens show for `COC(=O)CCN1CCC2CC1c1cc(-c3cccc(C)c3)ccc12` (stereo not drawn)?
MC4R ag barr: 2.1; Cardio protect: 9; ABHD5-PLIN5 inh: -11; Exocytosis inh: -3; N-glyco inh: 2; iPSC survival up: -1.5; ABCB6 inh MLPCN: 97; m5-HT2A agonist: -6; MC4R antag cAMP: 1; aDG glyco act: 0.1

Results for CC(C)c1ccc(OCC(=O)NC2CCCC2)cc1 ?
MC4R ag barr: -2.0; Cardio protect: 0; ABHD5-PLIN5 inh: -5; Exocytosis inh: 1; N-glyco inh: -1; iPSC survival up: 0.0; ABCB6 inh MLPCN: 98; m5-HT2A agonist: 5; MC4R antag cAMP: 5; aDG glyco act: -0.1

What do the screens show for `C=CCc1ccc(OCCCCCN2CCOCC2)c(OC)c1`?
MC4R ag barr: -0.2; Cardio protect: -4; ABHD5-PLIN5 inh: 3; Exocytosis inh: -1; N-glyco inh: 0; iPSC survival up: -2.3; ABCB6 inh MLPCN: 99; m5-HT2A agonist: -8; MC4R antag cAMP: 6; aDG glyco act: 0.9

Results for COc1ccc(NS(=O)(=O)c2cc(NC(=O)c3ccc(=O)[nH]n3)ccc2N2CCOCC2)cc1 ?
MC4R ag barr: 1.0; Cardio protect: 0; ABHD5-PLIN5 inh: 1; Exocytosis inh: 4; N-glyco inh: 0; iPSC survival up: -0.3; ABCB6 inh MLPCN: 92; m5-HT2A agonist: 6; MC4R antag cAMP: -4; aDG glyco act: 0.0

What do the screens show for `CC(C)OCCCNS(=O)(=O)c1ccc2c(c1)OCCO2`?
MC4R ag barr: -0.3; Cardio protect: -4; ABHD5-PLIN5 inh: -3; Exocytosis inh: -2; N-glyco inh: 2; iPSC survival up: 1.3; ABCB6 inh MLPCN: 101; m5-HT2A agonist: -6; MC4R antag cAMP: -4; aDG glyco act: 0.0

What do the screens show for `O=C(Cn1nnc(-c2ccncc2)n1)Nc1ccc2c(c1)CCC2`?
MC4R ag barr: 1.0; Cardio protect: 0; ABHD5-PLIN5 inh: 2; Exocytosis inh: 6; N-glyco inh: -1; iPSC survival up: -0.1; ABCB6 inh MLPCN: 99; m5-HT2A agonist: -6; MC4R antag cAMP: 12; aDG glyco act: -0.3

Results for CC1=C(C(=O)OCc2ccc(C)cc2)C(c2ccc(O)c([N+](=O)[O-])c2)NC(=O)N1 (stereo not drawn) ?
MC4R ag barr: 1.1; Cardio protect: -7; ABHD5-PLIN5 inh: 1; Exocytosis inh: 0; N-glyco inh: -1; iPSC survival up: 4.1; ABCB6 inh MLPCN: 104; m5-HT2A agonist: 2; MC4R antag cAMP: 22; aDG glyco act: -0.2

How did Cc1cccc(C(=O)Nc2ccc(S(=O)(=O)N3CCOCC3)cc2C)c1 do in these assays?
MC4R ag barr: -0.9; Cardio protect: 13; ABHD5-PLIN5 inh: 7; Exocytosis inh: -5; N-glyco inh: 0; iPSC survival up: 0.5; ABCB6 inh MLPCN: 97; m5-HT2A agonist: -2; MC4R antag cAMP: 8; aDG glyco act: -0.2

How did Cc1cccc(NC(=O)c2ccc(Cl)c(S(=O)(=O)N3CCCCC3)c2)n1 do in these assays?
MC4R ag barr: -2.5; Cardio protect: 1; ABHD5-PLIN5 inh: 3; Exocytosis inh: 3; N-glyco inh: -2; iPSC survival up: -0.5; ABCB6 inh MLPCN: 96; m5-HT2A agonist: -5; MC4R antag cAMP: -6; aDG glyco act: 0.4

How did COc1ccc(CN2CCN(Cc3cc4ccccc4o3)CC2CCO)c(F)c1 (stereo not drawn) do in these assays?
MC4R ag barr: 0.3; Cardio protect: 1; ABHD5-PLIN5 inh: -2; Exocytosis inh: 4; N-glyco inh: -1; iPSC survival up: 1.6; ABCB6 inh MLPCN: 96; m5-HT2A agonist: -3; MC4R antag cAMP: -3; aDG glyco act: 0.1

Results for COc1ccc(CNC(=O)[C@H](Cc2ccccc2)NC(=O)C2CCNCC2)cc1 ?
MC4R ag barr: 0.7; Cardio protect: -3; ABHD5-PLIN5 inh: 10; Exocytosis inh: -7; N-glyco inh: 1; iPSC survival up: 0.4; ABCB6 inh MLPCN: 92; m5-HT2A agonist: 4; MC4R antag cAMP: -3; aDG glyco act: 0.0

What do the screens show for `Cc1ccc(C)c(OCC(=O)Nc2cccc(C(=O)O)c2)c1C`?
MC4R ag barr: -1.7; Cardio protect: -3; ABHD5-PLIN5 inh: -7; Exocytosis inh: 23; N-glyco inh: 2; iPSC survival up: 0.5; ABCB6 inh MLPCN: 102; m5-HT2A agonist: -3; MC4R antag cAMP: 0; aDG glyco act: -0.1

How did CC(NC(=O)CSc1nc2c(cc1C#N)CN(C)CC2)c1ccccc1 (stereo not drawn) do in these assays?
MC4R ag barr: -1.3; Cardio protect: 7; ABHD5-PLIN5 inh: -2; Exocytosis inh: -2; N-glyco inh: -3; iPSC survival up: -1.5; ABCB6 inh MLPCN: 101; m5-HT2A agonist: -4; MC4R antag cAMP: -2; aDG glyco act: 0.0

How did COc1ccccc1C(=O)N/N=C(\C)c1cccnc1 do in these assays?
MC4R ag barr: 0.1; Cardio protect: -2; ABHD5-PLIN5 inh: 3; Exocytosis inh: -2; N-glyco inh: 0; iPSC survival up: -0.5; ABCB6 inh MLPCN: 98; m5-HT2A agonist: -1; MC4R antag cAMP: -2; aDG glyco act: 0.1

Results for O=C(c1cc2ccccc2oc1=O)N(Cc1ccccc1F)C1CCS(=O)(=O)C1 (stereo not drawn) ?
MC4R ag barr: -2.9; Cardio protect: -3; ABHD5-PLIN5 inh: -3; Exocytosis inh: -3; N-glyco inh: 0; iPSC survival up: -0.4; ABCB6 inh MLPCN: 91; m5-HT2A agonist: -4; MC4R antag cAMP: 3; aDG glyco act: -0.2

What do the screens show for `CCOc1ccc(-n2c(SCC(N)=O)nnc2-c2ccco2)cc1`?
MC4R ag barr: -0.8; Cardio protect: -1; ABHD5-PLIN5 inh: -1; Exocytosis inh: 8; N-glyco inh: 1; iPSC survival up: 0.1; ABCB6 inh MLPCN: 102; m5-HT2A agonist: -2; MC4R antag cAMP: 10; aDG glyco act: -0.1

How did Cc1noc(C)c1COC(=O)c1ccccc1NC(=O)c1ccco1 do in these assays?
MC4R ag barr: -0.9; Cardio protect: 1; ABHD5-PLIN5 inh: 1; Exocytosis inh: -3; N-glyco inh: -2; iPSC survival up: -0.7; ABCB6 inh MLPCN: 101; m5-HT2A agonist: 0; MC4R antag cAMP: 9; aDG glyco act: 0.4

Results for O=C(Cc1c[nH]c2ccccc12)N1CCc2ccccc21 ?
MC4R ag barr: 0.1; Cardio protect: 8; ABHD5-PLIN5 inh: -8; Exocytosis inh: 1; N-glyco inh: 1; iPSC survival up: 0.4; ABCB6 inh MLPCN: 116; m5-HT2A agonist: -1; MC4R antag cAMP: -10; aDG glyco act: -0.1

Results for COc1cccc(N2C(=O)C(O)=C(C(C)=O)C2c2ccc(OC)c(OC)c2)c1 (stereo not drawn) ?
MC4R ag barr: -2.1; Cardio protect: -6; ABHD5-PLIN5 inh: -4; Exocytosis inh: 6; N-glyco inh: -1; iPSC survival up: 0.1; ABCB6 inh MLPCN: 103; m5-HT2A agonist: 0; MC4R antag cAMP: 1; aDG glyco act: -0.2

Results for COC(=O)c1cc(S(=O)(=O)N2CCN(c3cc(C)ccc3C)CC2)c[nH]1 ?
MC4R ag barr: 9.1*; Cardio protect: -15; ABHD5-PLIN5 inh: -8; Exocytosis inh: 0; N-glyco inh: 0; iPSC survival up: 0.4; ABCB6 inh MLPCN: 102; m5-HT2A agonist: -7; MC4R antag cAMP: -9; aDG glyco act: -0.2

How did CC(=O)c1ccc(OC(=O)c2nc(-c3ccccc3)oc2C)cc1 do in these assays?
MC4R ag barr: -0.2; Cardio protect: -4; ABHD5-PLIN5 inh: 0; Exocytosis inh: -4; N-glyco inh: 0; iPSC survival up: -0.6; ABCB6 inh MLPCN: 94; m5-HT2A agonist: 2; MC4R antag cAMP: -1; aDG glyco act: 0.3

2 records drawn at random from those above, as already listed:
How did Cc1cccc(C(=O)Nc2ccc(S(=O)(=O)N3CCOCC3)cc2C)c1 do in these assays?
MC4R ag barr: -0.9; Cardio protect: 13; ABHD5-PLIN5 inh: 7; Exocytosis inh: -5; N-glyco inh: 0; iPSC survival up: 0.5; ABCB6 inh MLPCN: 97; m5-HT2A agonist: -2; MC4R antag cAMP: 8; aDG glyco act: -0.2

Results for COc1cccc(N2C(=O)C(O)=C(C(C)=O)C2c2ccc(OC)c(OC)c2)c1 (stereo not drawn) ?
MC4R ag barr: -2.1; Cardio protect: -6; ABHD5-PLIN5 inh: -4; Exocytosis inh: 6; N-glyco inh: -1; iPSC survival up: 0.1; ABCB6 inh MLPCN: 103; m5-HT2A agonist: 0; MC4R antag cAMP: 1; aDG glyco act: -0.2
